Screening data as filed in PubChem.
TDP1 inh – inhibitors of human tyrosyl-DNA phosphodiesterase TDP1. AID 485290. Q9NUW8. 0.28% of 350,000 active. Potency, µM (series often up to 130 µM), for the others: top-dose activity change, negative = inhibition, hits mostly inhibitors. recombinant TDP1, AlphaScreen DNA substrate cleavage; note: nearly all actives have a fitted effect of over 40% in size
Target sequence (Q9NUW8 whole entry, looked up): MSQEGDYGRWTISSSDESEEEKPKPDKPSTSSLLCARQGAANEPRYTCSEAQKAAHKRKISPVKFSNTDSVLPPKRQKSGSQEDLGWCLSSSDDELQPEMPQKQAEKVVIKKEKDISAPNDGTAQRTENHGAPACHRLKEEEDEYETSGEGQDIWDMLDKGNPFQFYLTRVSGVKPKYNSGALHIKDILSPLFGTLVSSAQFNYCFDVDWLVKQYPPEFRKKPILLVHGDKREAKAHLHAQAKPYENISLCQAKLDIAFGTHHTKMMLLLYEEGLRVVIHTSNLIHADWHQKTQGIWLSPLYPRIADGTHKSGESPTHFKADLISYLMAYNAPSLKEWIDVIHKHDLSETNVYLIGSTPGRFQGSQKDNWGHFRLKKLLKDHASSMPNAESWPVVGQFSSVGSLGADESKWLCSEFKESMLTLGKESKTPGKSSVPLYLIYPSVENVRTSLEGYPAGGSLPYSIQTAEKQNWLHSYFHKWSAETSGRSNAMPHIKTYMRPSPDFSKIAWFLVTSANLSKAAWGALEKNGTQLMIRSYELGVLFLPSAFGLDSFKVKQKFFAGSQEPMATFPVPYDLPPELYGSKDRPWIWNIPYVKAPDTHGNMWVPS
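Here, a 5' biotin and 3' phosphotyrosine-FITC DNA oligonucleotide reports Tdp1 activity: intact substrate bridges AlphaScreen beads, while cleavage leaves a 3' phosphate and drops signal. All incubations at room temperature.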
TDP1 cell noCPT – qHTS for Inhibitors of human tyrosyl-DNA phosphodiesterase 1 (TDP1): qHTS in cells in absence of CPT; Potency, µM (titrated, usually from 46.2 µM), inactives show at the top dose activity change, negative = growth inhibition, actives largely listed as inhibitors; AID 686978, 2013; 15% of 420,000 active; DT40 Tdp1-/- hTDP1 cells, no CPT, ATP luminescence, 48 h; note: nearly all actives have a fitted effect of over 55% in size
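Luminescent ATP content (CellTiter-Glo) served as the growth readout. Knockout chicken DT40 cells expressing human TDP1 were exposed to compounds without camptothecin for a minimum 48 hr at 37 °C.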
TDP1 cell CPT – DT40-hTDP1 cell growth loss with CPT; chicken DT40 Tdp1-/-;hTDP1 cells + 20 nM CPT, ATP luminescence, 48 h; Potency, µM (doses to about 46.2 µM), for inactives: top-dose activity change, negative = growth inhibition, actives largely listed as inhibitors; 12% of 420,000 active; AID 686979; note: nearly all actives have a fitted effect of over 55% in size
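Chicken DT40 Tdp1-/- cells complemented with human TDP1, 400 cells/well, exposed to compounds plus 20 nM camptothecin for at least 48 h at 37 C; viability read as ATP content by CellTiter-Glo luminescence.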
* = called active by the depositor; ? = inconclusive; nt = not tested or not shown; [ ] = another dose, or the depositor's remark. Calls come from the whole dose curve; as a rule, active = well fitted curve in the direction sought with a large enough effect; inconclusive = small, poorly fitted or top-dose-only effect, or another doubt; inactive = no such curve, though single readings can be large; an effect the other way counts as inactive or inconclusive. % is set by controls: 0 for no effect and ±100 for the full control effect; potency is the fitted concentration of half-maximal effect.

SMILES | TDP1 inh | TDP1 cell noCPT | TDP1 cell CPT
Cc1c(CN2CCC(n3nccc3NC(=O)c3cccc(F)c3)CC2)cnn1C | 1% | 2% | 0%
COc1ccc(CNC(=O)CN(C(=O)CCC(=O)Nc2nccs2)c2cccc(C)c2)cc1 | 8% | ? | ?
Cc1ccc(NC(=O)CN2C(=O)C3C4C=CC(C4)C3C2=O)cc1S(=O)(=O)N(C)C (centres undefined) | 0% | ? | ?
CC/C(=N/OC(=O)c1cccc(C)c1)C(=O)c1cccs1 | -2% | 8% | -2%
CN(C)c1ccc(C=c2c3ccccc3n3c2c2c([n+]3C)CCCC2)cc1 | nt | 0.33µM* | 0.41µM*
COc1ccc(C(=O)c2ccccc2Cl)cc1OC | 3% | -16% | 7%
O=C(O)c1cccc2c1-c1ccc(Cl)cc1C2=O | nt | -4% | -14%
C=CCCC(=O)Nc1nc(C)c(-c2csc(Nc3cccc(OC)c3)n2)s1 | 1% | 16µM* | 16µM*
Cc1cc(NC(=O)NN2CCOCC2)nn1-c1c(Cl)cc(Cl)cc1Cl | -3% | 3% | 17%
CCC(=O)Nc1nnc(S(=O)(=O)N(CC)c2ccc(Cl)cc2)s1 | nt | 2% | 7%
COc1cccc(C(=O)N(Cc2ccc(N(C)C)cc2)C2CCS(=O)(=O)C2)c1 (centres undefined) | 8% | 5% | -3%
CCOC(=O)[C@]12CCCC=C1N(Cc1ccc(Cl)cc1Cl)C(=O)[C@H](CC(=O)NCC13CC4CC(CC(C4)C1)C3)C2 | nt | 18µM* | ?
Cc1cc(C)c(OCC(=O)N/N=C/c2ccc3c(c2)OCO3)c(C)c1 | 4% | 5.8µM* | 2.9µM*
O=C(NCc1cc(Cl)cc(Cl)c1)c1csc([C@@H]2C[C@H](O)[C@@H](CO)O2)n1 | nt | -11% | -26%
CCCOc1ccc(N2C(=O)CC(N(O)c3ccccc3)C2=O)cc1 (centres undefined) | -4% | ? | -26%
C/C(=N/NC(=S)Nc1ccccc1)c1ccc2c(c1)OCO2 | 3% | 0.52µM* | 0.82µM*
CCOc1cc(CNC(=O)CN2C(=O)c3ccccc3S2(=O)=O)ccc1OC | 7% | -14% | 8%
CCc1cccc(NC(=O)CSc2ncc3c(n2)-c2cc(Cl)ccc2N(C)S3(=O)=O)c1 | 5% | ? | ?
COc1ccc(C(=O)COC(=O)/C=C/c2ccccc2)cc1 | 3% | -9% | 0%
CC1CC(C)CN(C(=O)COC(=O)c2cncc(Br)c2)C1 (centres undefined) | 0% | 2% | 0%

Filtered by structure: the entries above containing four or more nitrogen atoms (six)
SMILES | TDP1 inh | TDP1 cell noCPT | TDP1 cell CPT
Cc1c(CN2CCC(n3nccc3NC(=O)c3cccc(F)c3)CC2)cnn1C | 1% | 2% | 0%
COc1ccc(CNC(=O)CN(C(=O)CCC(=O)Nc2nccs2)c2cccc(C)c2)cc1 | 8% | ? | ?
C=CCCC(=O)Nc1nc(C)c(-c2csc(Nc3cccc(OC)c3)n2)s1 | 1% | 16µM* | 16µM*
Cc1cc(NC(=O)NN2CCOCC2)nn1-c1c(Cl)cc(Cl)cc1Cl | -3% | 3% | 17%
CCC(=O)Nc1nnc(S(=O)(=O)N(CC)c2ccc(Cl)cc2)s1 | nt | 2% | 7%
CCc1cccc(NC(=O)CSc2ncc3c(n2)-c2cc(Cl)ccc2N(C)S3(=O)=O)c1 | 5% | ? | ?

Remaining list, next part:
SMILES | TDP1 inh | TDP1 cell noCPT | TDP1 cell CPT
COCCn1c(C)cc(O)c(C(c2ccc(F)cc2)N2CCC(C)CC2)c1=O (centres undefined) | 0% | 7% | -3%
NS(=O)(=O)c1ccc(CCNC(=O)CN2CCN(c3ccccc3F)CC2)cc1 | 8% | 1% | 0%
CC(=O)Nc1ccc(S(=O)(=O)NCCC(=O)OCC(=O)NCc2ccccc2)cc1 | 1% | -12% | 0%
O=C(NCc1ccc(F)cc1)c1cccnc1 | nt | 11% | 3%
Cc1cccc(NC(=O)CSCC(=O)Nc2nnc(C3CC3)s2)c1 | 0% | 5% | 3%
COc1ccc(C(=O)CC(=O)C(=O)Nc2ccccc2)cc1 | nt | -27% | ?
C/C(=N/NC(=O)c1ccoc1C)c1ccc(NC(=O)c2ccncc2)cc1 | 10% | ? | -17%
COc1ccc([C@H]2/C=C\CN(C(=O)c3ccc(C)cc3)[C@@H](C)C(=O)N2Cc2ccc(F)cc2)cc1 | nt | 21µM* | ?
COc1ccc(-c2csc(C(O)(c3ccccc3)C(F)(F)F)n2)cn1 (centres undefined) | nt | ? | ?
O=C(COC(=O)CCC(=O)c1ccccc1)Nc1nnc(-c2ccccc2)o1 | 6% | -6% | -17%
OCC1CCCN(C(=S)NCCc2ccccc2)C1 (centres undefined) | 0% | -4% | 14%
Cc1nn(CCCC(=O)N2CCN(c3ccc(F)cc3)CC2)c(C)c1[N+](=O)[O-] | 1% | 21µM* | 16µM*
CN(CC(=O)Nc1ccc(F)cc1)C(=O)Cn1cnc2ccc(Cl)cc2c1=O | 1% | -12% | -23%
CCOc1ccccc1NS(=O)(=O)c1ccc(Br)s1 | -3% | -16% | -12%
CN(c1ccccc1)S(=O)(=O)c1cccc(NC(=O)c2ccc3ncsc3c2)c1 | 5% | ? | 10µM*
c1ccc(-n2ncc3c(N4CCCC4)ncnc32)cc1 | -3% | ? | -15%
O=S(=O)(NCc1ccccc1)c1ccc(Cl)c(S(=O)(=O)NCc2ccccc2)c1 | 1% | -20% | -17%
CC(=O)c1nn(-c2cccc(C(F)(F)F)c2)c(=O)[nH]c1=O | nt | -14% | -8%
CCN(CC)c1ccc(NC(=O)Nc2ccccc2)cc1 | nt | ? | -8%
CCn1cnc2cc(NCc3ccc(Br)cc3)ccc21 | nt | ? | -27%

No new results follow: an excerpt of the list.
SMILES | TDP1 inh | TDP1 cell noCPT | TDP1 cell CPT
Cc1c(CN2CCC(n3nccc3NC(=O)c3cccc(F)c3)CC2)cnn1C | 1% | 2% | 0%
COc1ccc(CNC(=O)CN(C(=O)CCC(=O)Nc2nccs2)c2cccc(C)c2)cc1 | 8% | ? | ?
Cc1ccc(NC(=O)CN2C(=O)C3C4C=CC(C4)C3C2=O)cc1S(=O)(=O)N(C)C (centres undefined) | 0% | ? | ?

New compounds follow:
SMILES | TDP1 inh | TDP1 cell noCPT | TDP1 cell CPT
COc1ccc(OC(=O)CCCN2C(=O)c3ccccc3C2=O)cc1 | 2% | -20% | -16%
O=C(/C=N/O)Nc1ccccc1C(=O)O | 0% | -3% | -12%
COc1ccccc1N1CCN(c2nc(N)c(C#N)c(CC#N)c2C#N)CC1 | 6% | ? | ?
Cc1ccc(OCCOc2ccc(Br)cc2)c([N+](=O)[O-])n1 | 1% | -14% | -15%
CN(C)CCCN(C(=O)c1ccc(S(=O)(=O)N2CCCCCC2)cc1)c1nc2c(F)cccc2s1 | 5% | -26% | ?
O=C(NCCc1ccccn1)C1CCN(S(=O)(=O)c2ccc3ccccc3c2)CC1 | 5% | -10% | -22%
COC(=O)c1ccc(C2C3=C(Nc4nnnn42)c2ccccc2OC3)cc1 (centres undefined) | 8% | ? | ?
S=C(NCCc1ccccc1)N1CCN(C(c2ccccc2)c2ccccc2)CC1 | 1% | 16µM* | 12µM*
Cn1c(N)c(N2CCCCC2)c(=O)n(CC(=O)Nc2cccc(C#N)c2)c1=O | 1% | -2% | 6%
Fc1ccccc1CNc1nc(-c2cccnc2)nc2ccccc12 | 2%[0.0935 µM] | 23µM* | ?
COc1cc(-c2nc(-c3ccc(NC(=O)c4ccc5c(c4)OCO5)cc3)no2)cc(OC)c1OC | -1% | ? | ?
N#C/C(=C/c1cn(-c2ccccc2)nc1-c1cccc(S(=O)(=O)N2CCCC2)c1)C(=O)NCc1ccco1 | 4% | 12µM* | 13µM*
Cc1ccc(S(=O)(=O)NCCC(=O)NC2CCCCC2)cc1 | 1% | -13% | -1%
O=C(c1cnn2c(C(F)(F)F)cc(-c3ccc(Br)cc3)nc12)N1CCOCC1 | -3% | -30% | ?
CCCCNc1nc(-c2ccccc2)nc(-n2ccnc2)n1 | 4% | ? | -21%
CCN(CC)S(=O)(=O)c1ccc(-c2cn3ccc(C)cc3n2)cc1 | nt | -23% | -7%
CCOc1cc(/C=C2\C(=O)N(c3cccc(C(F)(F)F)c3)C(=O)c3ccccc32)ccc1O | 3% | ? | ?
Cn1c(=O)cc(OCCCC(=O)N2CCN(c3ccccc3)CC2)c2ccccc21 | 4% | ? | ?
O=C(Nc1ccc(Cl)cc1-c1nc2ccccc2s1)c1ccco1 | -3% | -26% | -13%
O=C(CSc1nnc(CNC(=O)c2c(F)cccc2F)o1)NCc1ccccc1 | 2% | -6% | 7%
CCOC(=O)c1ccc(Nc2nc(C)cc(C)c2C#N)cc1 | -6% | -22% | -6%
CC(=O)NCc1c(I)c(NC(C)=O)c(I)c(C(=O)O)c1I | -2%[56.1 µM] | -5% | -11%
Cn1c(N2CCC(C(N)=O)CC2)nc2c1c(=O)n(Cc1ccc(Cl)cc1)c(=O)n2C | 2% | -15% | -13%
O=P(O)(O)C(O)(Cc1cnc2ccccn12)P(=O)(O)O | nt | 2% | ?
O=C(CSc1nc2ccccc2c(=O)n1CCCN1CCOCC1)N1CCN(c2ccccc2)CC1 | -2% | ? | -10%
CSc1ncccc1C(=O)NCC(=O)Nc1ccc(F)c(F)c1 | 0% | -8% | 13%
CC1=C(C(=O)OC2CCCC(C)C2)C(c2ccccc2)NC(=O)N1 (centres undefined) | nt | -22% | -19%
Cc1ccc(NC(=O)CSCC(=O)NCc2cccc(C(F)(F)F)c2)cc1 | -12%[0.505 µM] | -22% | ?
CCOc1ccccc1/C=N/Nc1ccc(Cl)nn1 | nt | -21% | 5%
ONC(=Nc1ccccc1Cl)c1c(F)cccc1F | nt | ? | ?
CCc1ccc(C(=O)COC(=O)CNC(=O)c2ccco2)cc1 | 0% | -7% | 8%
Cc1ccccc1-c1nnc(SCC(=O)N2CCCc3ccccc32)o1 | 0% | ? | ?
Cc1oc(-c2ccccc2)nc1C(=O)O | -8% | -12% | -8%
COc1ccccc1Oc1ncnc2c1cnn2-c1ccccc1 | -3% | ? | 11%
COc1ccccc1N1CCN(c2ccc3c(c2)S(=O)(=O)c2cccc(C(=O)NCc4ccc(F)cc4)c2C3=O)CC1 | nt | 2.6µM* | ?
COCCNC(=S)N1CCC(NC(=O)C23CC4CC(CC(C4)C2)C3)CC1 | 1% | -11% | -18%
CCCCN1C(=O)C(CC(=O)NCCN2CCOCC2)CC(C(=O)N(C(C)C)C(C)C)=C1C (centres undefined) | nt | -23% | -18%
COc1ccc(/C=C2/SC(=S)N(n3c(C)ccc3C)C2=O)cc1 | -5% | 15µM* | ?
COc1cc(/C=N/Nc2nc(Nc3ccccc3)nc(N3CCOCC3)n2)ccc1OC(=O)c1ccco1 | 6% | 4.1µM* | 7.3µM*
N/C(=N\c1nc2c(c(=O)[nH]1)CCC2)Nc1ccccc1C(F)(F)F | 0% | ? | ?
CCC(c1nc2ccccc2[nH]1)n1c(-c2cnccn2)nc2ccccc21 (centres undefined) | nt | -13% | 13%
COc1cc(OC)cc(-c2ncc3ccccn23)c1 | 7% | ? | ?
C/C(=N\Nc1ccc(S(N)(=O)=O)cc1[N+](=O)[O-])c1ccccc1O | 6% | -4% | -4%
CCN(CC)S(=O)(=O)c1ccc(OC)c(NC(=O)/C=C/c2ccco2)c1 | nt | -21% | ?
COC(=O)C(NC(=O)c1ccco1)(Nc1cc(C)ccn1)C(F)(F)F (centres undefined) | 0% | -6% | -11%
CC(C)Oc1ccc(C(=O)N(CN2CCCC2=O)c2ccc(F)cc2)cc1 | 5% | -23% | ?
CC1(c2nnc(Cc3ccccc3)o2)CC(c2cccc(Cl)c2)=NO1 (centres undefined) | 1% | ? | ?
O=C(Nc1ccc(CN2CCS(=O)(=O)CC2)cc1)c1ccccc1 | nt | -4% | 9%
Cc1cc(C(=O)NN=C(Cc2ccccc2)Cc2ccccc2)c(C)o1 | 3% | -28% | -21%
CCOc1ccc2nc(NC(=O)C3=NNC(=O)CC3)sc2c1 | 3% | 11% | 7%
Nc1c(NC2CCCCC2)c2ccccc2oc1=O | -5% | 16µM* | ?
Cc1sc2ccccc2c1CNC[C@H]1O[C@@H](n2ccc(N)nc2=O)[C@H](O)[C@@H]1O | nt | 0% | -2%
Nc1cc(Cl)ccc1C(=O)OCC(=O)NC1CCCCCCC1 | -3% | 3% | ?
COc1ccc(-c2cc(C3CCN(c4ccc(C(C)=O)cc4[N+](=O)[O-])CC3)[nH]n2)cc1 | 10% | 5.2µM* | 5.8µM*
Cc1nc([N+](=O)[O-])c(SCC(N)=O)n1Cc1ccccc1 | 0% | ? | -2%
CN(C)/C=C(\C#N)C(=O)Nc1ccc(F)cc1 | 4% | -20% | -10%
COc1ccc(N2C(=O)C3CCCN3C2c2ccc(F)cc2)cc1Cl (centres undefined) | 2% | 1% | -8%
O=C1CNC(=S)N1Cc1ccccc1Cl | nt | -5% | 5%
CCOc1ccc(-n2ccnc2SCC(=O)Nc2cccc3ccccc23)cc1 | 8% | ? | ?
